12-hLO inh – qHTS Assay for Inhibitors of 12-hLO (12-human lipoxygenase); AID 1452, 2008; purified 12-hLO, xylenol orange hydroperoxide absorbance; 150,000 compounds, 0.12% hits; Potency, µM (doses to about 57.1 µM), for the others: at the highest dose activity change, negative = inhibition, most hits filed as inhibitors; Polyunsaturated fatty acid lipoxygenase ALOX12 (Homo sapiens), P18054; further: potency means the concentration at half of the fitted maximal effect; nearly all actives have a fitted effect of over 55% in size; many of its hits are not listed in these tables
Target sequence (P18054 whole entry, looked up): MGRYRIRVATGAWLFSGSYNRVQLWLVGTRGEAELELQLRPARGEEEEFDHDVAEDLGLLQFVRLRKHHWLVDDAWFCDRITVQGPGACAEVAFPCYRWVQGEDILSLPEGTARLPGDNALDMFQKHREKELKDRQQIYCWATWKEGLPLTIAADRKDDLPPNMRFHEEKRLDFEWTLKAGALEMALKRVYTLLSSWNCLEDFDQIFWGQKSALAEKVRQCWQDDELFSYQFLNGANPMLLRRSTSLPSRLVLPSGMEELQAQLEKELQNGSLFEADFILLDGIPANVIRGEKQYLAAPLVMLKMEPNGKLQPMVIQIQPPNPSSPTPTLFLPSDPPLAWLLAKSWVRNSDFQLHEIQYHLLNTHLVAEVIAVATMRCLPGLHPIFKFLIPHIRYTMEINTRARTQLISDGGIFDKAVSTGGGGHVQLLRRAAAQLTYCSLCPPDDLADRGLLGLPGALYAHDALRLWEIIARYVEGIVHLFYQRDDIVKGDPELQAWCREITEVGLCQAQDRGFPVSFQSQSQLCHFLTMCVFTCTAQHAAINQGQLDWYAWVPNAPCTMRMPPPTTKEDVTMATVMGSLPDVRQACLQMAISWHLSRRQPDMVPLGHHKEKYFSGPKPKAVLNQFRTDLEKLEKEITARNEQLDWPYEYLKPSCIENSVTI
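150 nM 12hLO, 25 mM Hepes pH 7.0 + 0.01% Triton X-100; cpd preinc 15 min RT; 40 uM arachidonic acid, 30 min RT; Fe-XO 30 min; A573/A405 ratio as read-out.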
IMPase inh – qHTS Assay for Identifying the Cell-Membrane Permeable IMPase Inhibitors. Inositol monophosphatase 1 (Rattus norvegicus), P97697. CHO-M1 cells, IP1 accumulation, HTRF TR-FRET ratio. inhibition (IP1 accumulation), % at 46.1 µM. 120,000 tested, under 10 active; active means well fitted curve in the direction sought with a large enough effect in the signal ratio, not every such curve was filed as active; inconclusive means small, poorly fitted or top-dose-only effect, or a change in a side signal; inactive means no such curve, though single readings can be large or run the other way; the % refers to the signal ratio;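 further: cells stimulated with carbachol in lithium chloride buffer; plate controls were DMSO basal wells for no effect and reference inhibitor wells for full effect; higher means more IMPase inhibition seen as more IP1 and lower FRET ratio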
Target sequence (P97697 whole entry, looked up): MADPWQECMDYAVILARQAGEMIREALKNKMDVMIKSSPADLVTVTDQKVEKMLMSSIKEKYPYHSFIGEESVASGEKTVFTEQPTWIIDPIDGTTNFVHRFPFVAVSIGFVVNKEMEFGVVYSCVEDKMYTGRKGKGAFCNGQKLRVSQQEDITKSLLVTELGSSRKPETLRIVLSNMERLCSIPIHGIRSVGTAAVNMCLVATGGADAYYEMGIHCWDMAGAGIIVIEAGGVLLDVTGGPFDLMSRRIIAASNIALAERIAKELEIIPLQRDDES
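Elevated IP1 in lysates lowers TR-FRET signal (665/620 ratio and 620 channel reported). Cells were CHO-M1, given carbachol (50 uM as added) plus 50mM LiCl, pH 7.4, 30 min, 37C; compounds titrated up to 46 uM; AC50 by Hill equation.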
ALOX15B inhib – qHTS Assay for Inhibitors of 15-hLO-2 (15-human lipoxygenase 2). Potency, µM (titrated, usually from 57.1 µM), inactives show top-dose activity change, negative = inhibition, usual class: inhibitors. AID 881, 2007. 110,000 compounds, 0.56% hits. Polyunsaturated fatty acid lipoxygenase ALOX15B (Homo sapiens), O15296. purified 15hLO-2, xylenol orange hydroperoxide absorbance; further: potency means the concentration at half of the fitted maximal effect; nearly all actives have a fitted effect of over 60% in size; many of its hits are not listed in these tables
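Screening format was qHTS against 50 nM purified 15hLO-2 in Hepes pH 7.5 with detergent. Activity follows hydroperoxide formation from 45 uM arachidonic acid, measured as 573:405 nm absorbance ratio of the ferric-xylenol orange complex.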
PNC inhibitor – High Content Assay for Compounds that inhibit the Assembly of the Perinucleolar Compartment; PC3M PTB-GFP, PNC prevalence imaging, 16 h; stronger effect = lower value; activity change (PNC), negative = inhibition, % at 10 µM; 140,000 compounds, 3.1% hits; AID 2417, 2010;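 active means readout at or below -70, meaning at least 70% loss of cells showing the perinucleolar compartment, a nuclear body marking cancer cells; inconclusive means readout between -30 and a set limit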;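 further: plate controls were DMSO wells for no effect and camptothecin positive control wells for full effect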
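Compounds are pinned in duplicate onto adhered PC3M cells stably expressing GFP-tagged PTB and incubated 16 h at 37 C. Cells are then fixed, nuclei stained with Hoechst, and PNC-positive cells counted.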
An asterisk follows results filed as active; ? = inconclusive; . = not tested or not shown; [ ] = another dose, or the depositor's remark. Unless noted, the call rests on the fitted dose curve; in most records, active means well fitted curve in the direction sought with a large enough effect; inconclusive means small, poorly fitted or top-dose-only effect, or another doubt; inactive means no such curve, though single readings can be large; an effect the other way counts as inactive or inconclusive. Unless noted, on the % scale 0 is the no-effect control and ±100 the full control effect. Not a hit list. About 3.1% of those tested had a hit in this group.

Sequence of screens: PNC inhibitor | IMPase inh | 12-hLO inh | ALOX15B inhib
> COc1ccccc1N1CCN(C(=O)c2oc3ccccc3c2C)CC1
  -5 | -4 | -6% | 1%
> Clc1ccc(SCc2nc3ccccc3[nH]2)cc1
  11 | 3 | 7% | 41%[activator]
> COc1ccc(-c2[nH]c3ccccc3c2SCCNC(=O)c2ccccc2)cc1
  ? | . | -10% | .
> Cc1ccc(C(C(=O)NCc2ccco2)N(C(=O)CNC(=O)c2cccs2)c2ccc(C)cc2)cc1 (stereo unspecified)
  5 | 0 | 1% | -8%
> COc1ccc(CSc2nnc(Cc3sc(-c4ccccc4)nc3-c3ccccc3)o2)cc1
  5 | -5 | -9% | 4%
> COc1ccc(C(=O)NC(=S)Nc2nnn(C)n2)cc1
  -8 | . | 0% | .
> C/C(=N\Nc1cc(C(F)(F)F)ccc1Cl)c1ccccc1O
  -9 | . | 3% | .
> CCN(CC)c1ccc(C(=O)NC(=S)N2CCN(Cc3ccc4c(c3)OCO4)CC2)cc1
  ? | 6 | ? | .
> COC(=O)c1ccc(NC(=O)CN2C(=O)CNC2=O)cc1
  -26 | -2 | -15% | -7%
> CCC(=O)Oc1ccc2oc(=O)cc(C)c2c1
  ? | . | -3% | .
> C=CCn1c(SCC(=O)Nc2ccc3c(c2)OCCO3)nnc1-c1ccco1
  36 | -7 | 1% | -2%
> CC(C)NC(=O)N1CCCC2(CCN(S(=O)(=O)c3ccccc3)CC2)C1
  . | . | 8% | 19%
> CCN(c1cccc(C)c1)S(=O)(=O)c1cnc[nH]1
  -20 | -1 | 1% | 3%
> O=C1CN(C(=O)CSc2nnnn2-c2ccc(Cl)cc2)c2ccccc2N1
  23 | 1 | -14% | -3%
> COc1ccc(OC)c(NC(=O)COC(=O)CSc2ccc(Cl)cc2)c1
  11 | . | -4% | .
> CCOC(=O)c1cnc(SC)nc1Oc1cccc(NC(=O)c2ccc(C)cc2)c1
  ? | -3 | -2% | 7%
> O=C(CN(CCCN1CCOCC1)C(=O)Cn1nnc(-c2ccc(F)cc2)n1)NC1CCCCC1
  40 | -4 | -5% | 8%
> CN(C)C(=O)NC1C=CS(=O)(=O)C1 (stereo unspecified)
  8 | . | 1% | .
> NC(=S)N=Nc1c(O)[nH]c2ccc(F)cc12
  -29 | . | -3% | .
> CCC/C=C(\CCC)C(NC(=O)c1cccs1)c1ccc(C(F)(F)F)cc1 (stereo unspecified)
  . | . | 0% | 3%

2 compounds picked at random from the list so far, as already listed:
Sequence of screens: PNC inhibitor | IMPase inh | 12-hLO inh | ALOX15B inhib
> CC(C)NC(=O)N1CCCC2(CCN(S(=O)(=O)c3ccccc3)CC2)C1
  . | . | 8% | 19%
> O=C(CN(CCCN1CCOCC1)C(=O)Cn1nnc(-c2ccc(F)cc2)n1)NC1CCCCC1
  40 | -4 | -5% | 8%

Next part:
Sequence of screens: PNC inhibitor | IMPase inh | 12-hLO inh | ALOX15B inhib
> COC(=O)C1=C(C(=O)c2ccc(C)cc2)C(c2ccc(OC)c(OC)c2)n2nnnc2N1 (stereo unspecified)
  6 | 2 | 3% | 0%
> COc1cc(-c2nc3cnccn3c2Nc2ccc(C(C)C)cc2)ccc1O
  -1 | -6 | -1% | -10%
> Cc1nc(NC2CCCCC2)c2nc(-c3ccccc3)n(CC3CCN(C)CC3)c2n1
  . | . | -7% | 45%[activator]
> CC1=C(C#N)CCC(=O)N1Cc1c(C)cc(C)cc1C
  6 | -6 | -2% | -10%
> Cn1c(CN2CCOCC2)nnc1SCC(=O)Nc1ccc2c(c1)OCCO2
  20 | -4 | -1% | -6%
> COc1ccc(C(=O)/C=C/c2ccc(F)cc2)c(OC(=O)c2ccc([N+](=O)[O-])cc2)c1
  -24 | 9 | 0% | -4%
> Oc1ccc2cc(SSc3ccc4cc(O)ccc4c3)ccc2c1
  . | . | -4% | -18%
> O=C(Cn1nc(-c2ccccc2)ccc1=O)NCC1COCCO1 (stereo unspecified)
  ? | -1 | 0% | .
> O=C(CN1CCC(n2nnc3cc(C(F)(F)F)ccc32)CC1)N1CCc2ccccc21
  ? | -1 | 2% | 31%[activator]
> O=S(=O)(c1ccc(N2CCCC2)cc1)C(F)(F)F
  -24 | 4 | -3% | 7%
> CN(Cc1ccccc1)C(=S)Nc1ccc(OC(F)F)cc1
  32 | . | -5% | .
> COCCCNC(NC(=O)c1ccc(Cl)cc1)C(Cl)(Cl)Cl (stereo unspecified)
  ? | 6 | 3% | 2%
> COc1ccc2c(c1OC)C(=O)N1N=C(c3ccc(O)cc3)CC21 (stereo unspecified)
  -1 | 7 | 1% | -2%
> O=C(CSc1ccc(-c2ccc(F)cc2)nn1)N1CCCc2ccccc21
  23 | -4 | -3% | .
> CCOC(=O)C1CCN(S(=O)(=O)c2ccc(C(C)=O)cc2)CC1
  -100* | 1 | -2% | .
> O=C(Nc1ccccc1C(=O)N1CCCC1)c1cccc(S(=O)(=O)N2CCCCC2)c1
  32 | -11 | -1% | -1%
> O=C(CSc1nnc(-c2ccc3c(c2)OCO3)n1-c1ccccc1)c1ccc(Cl)cc1
  -9 | . | -4% | .
> Cn1cccc1C(=O)c1ccc(Cl)cc1Cl
  ? | 6 | -17% | -11%
> COC(=O)c1ccccc1NC(=O)c1ccc(COc2cccc3ccccc23)o1
  -24 | 1 | 3% | ?
> O=C(N/N=C/c1cn(-c2ccccc2)nc1-c1cccs1)c1ccccc1F
  35 | . | -1% | .

In the list so far, these contain a CF3 group:
Sequence of screens: PNC inhibitor | IMPase inh | 12-hLO inh | ALOX15B inhib
> C/C(=N\Nc1cc(C(F)(F)F)ccc1Cl)c1ccccc1O
  -9 | . | 3% | .
> CCC/C=C(\CCC)C(NC(=O)c1cccs1)c1ccc(C(F)(F)F)cc1 (stereo unspecified)
  . | . | 0% | 3%
> O=C(CN1CCC(n2nnc3cc(C(F)(F)F)ccc32)CC1)N1CCc2ccccc21
  ? | -1 | 2% | 31%[activator]
> O=S(=O)(c1ccc(N2CCCC2)cc1)C(F)(F)F
  -24 | 4 | -3% | 7%

Continued:
Sequence of screens: PNC inhibitor | IMPase inh | 12-hLO inh | ALOX15B inhib
> CCc1ccc(N(C(=O)Cn2nnc(-c3ccccc3)n2)C(C(=O)NC2CCCCC2)c2ccccn2)cc1 (stereo unspecified)
  18 | . | -2% | .
> Cc1ccc2cc3cc(C(=O)NCCCN4CCc5ccccc5C4)oc3nc2c1
  22 | 8 | 2% | 22%
> CCOCCCNC(=O)c1cc2c(=O)n3cccc(C)c3nc2n1C
  -116* | 9 | 2% | -6%
> COc1cccc(C2CN(c3ccc(F)cc3F)N=C2c2cccs2)c1OC (stereo unspecified)
  ? | ? | -3% | .
> COc1ccc(NC2C[C@H]3CCCC(=O)N4CC[C@@H](C2)[C@@H]34)cc1 (stereo partly specified)
  . | . | 0%[0.00818 µM] | -2%[0.0915 µM]
> Cc1ccc(C(=O)NCC(=O)N2CCN(c3ncccn3)CC2)s1
  18 | 3 | -3% | 3%
> O=C(Nc1ccc(Cl)c(Cl)c1)OCc1cccnc1
  2 | 0 | 3% | 4%
> BrC(c1cccc2ccccc12)c1cccc2ccccc12
  . | . | 1%[11.4 µM] | -3%[11.4 µM]
> CC1(C)S[C@@H]2[C@H](NC(=O)[C@@H](NC(=O)N3CCNC3=O)c3ccccc3)C(=O)N2[C@H]1C(=O)O
  . | -7[20.6 µM] | -2%[25.6 µM] | 0%[25.6 µM]
> CC(=O)C1C(c2cn(-c3ccccc3)nc2-c2cccs2)NC(=O)NC1(O)C(F)(F)F (stereo unspecified)
  1 | -7 | -9% | 5%
> CC1CC1c1ccc(/C=C(\C#N)C(=O)Nc2ccc(Cl)cc2)o1 (stereo unspecified)
  -125* | . | -3% | .
> Cc1ccc(-n2c(SCC(=O)N3CCCc4ccccc43)nnc2-c2cccnc2)c(C)c1
  8 | . | -1% | .
> COc1cccc(NC(=O)C2CCCN2C(=O)Nc2ccccc2F)c1 (stereo unspecified)
  -30 | 9 | -3% | 10%
> O=S(=O)(Cc1ccccc1)N1CCN(C2Cc3ccccc3C2)CC1
  -15 | 4 | 1% | 1%
> CCN(CC)S(=O)(=O)c1ccc(NC(=O)C2CCCO2)cc1 (stereo unspecified)
  -1 | -3 | 8% | -2%
> CCCC/C=C/C(NC(=O)c1ccc(C(=O)OC)cc1)c1ccccc1 (stereo unspecified)
  . | . | -1% | 6%
> Cc1ccc(C(=O)c2cc([N+](=O)[O-])ccc2N2CCOCC2)cc1
  -96* | . | 1% | .
> CC1CN(C(=O)c2cc3c(s2)CCC3)CC(C)O1 (stereo unspecified)
  69 | 0 | 6% | 1%
> CC(=O)Nc1cccc(C(=O)/C=C/c2ccc(C)cc2)c1
  ? | 8 | 0% | .
> CCOC(=O)Cc1csc(SCC(=O)NC(C)C23CC4CC(CC(C4)C2)C3)n1 (stereo unspecified)
  20 | . | -2% | .
> CCOC(=O)c1cc2n(c1/N=C/N(C)C)-c1ccccc1C2=O
  -26 | 9 | 2% | 2%
> Cc1nc(C(=O)N(C)C)nn1-c1cc(Cl)cc(Cl)c1
  ? | 2 | 4% | -10%
> COC(=O)C1=C(C)NC(=O)NC1c1ccc(OCC(=O)N2CCCCC2)cc1 (stereo unspecified)
  43 | 2 | 3% | -6%
> CC(C)Cc1cc(C(=O)NCCc2ccccc2)no1
  27 | -3 | 0% | .
> CN(C)S(=O)(=O)c1ccc(NC(=O)c2ccc(Br)o2)cc1
  21 | -3 | -1% | 2%
> COC(=O)c1ccc(NC(=O)CCN2CCN(CCC(=O)Nc3ccc(C(=O)OC)cc3)CC2)cc1
  4 | 3 | 3% | .
> N#CC1=C(N)n2c(s/c(=C\c3ccco3)c2=O)=C(C#N)C1c1ccco1 (stereo unspecified)
  0 | 2 | -4% | 1%
> O=C(c1ccco1)N1CCN(Cc2nnnn2CCc2ccccc2)CC1
  28 | 2 | -3% | 1%
> CC(C)(C)OC(=O)NCCCC(CCCNC(=O)OC(C)(C)C)C(=O)O
  ? | 1 | 0% | -1%
> O=C(CSc1nc(Cc2ccccc2)nc2ccccc12)Nc1nc2c(s1)CCCC2
  ? | 2[1.84 µM] | -2% | 13%[11.4 µM]
> Cn1nc(C(=O)NCc2ccc(F)cc2)c2ccccc2c1=O
  6 | 6 | -10% | 0%
> N#Cc1c(NC(=O)C2CC=CCC2C(=O)O)sc2c1CCCCCC2 (stereo unspecified)
  ? | . | -4% | .
> CC(C)CC(NC(=O)C1CCCCC1)C(=O)NCc1ccccn1 (stereo unspecified)
  ? | 7 | -2% | 3%
> COc1ccc(C(=O)Nc2cccc(/C(C)=N/NC(=O)c3ccc([N+](=O)[O-])cc3)c2)cc1OC
  73 | 4 | -4% | -9%
> CCOC(=O)c1c(NC(=O)c2ccccc2)sc2c(O)c(CN(CC)CC)ccc12
  -6 | 1 | -9% | 18%
> Cc1nc(-c2ccccc2)sc1-c1nc(-c2ccncc2)ncc1S(=O)(=O)c1ccccc1
  58 | 4 | 5% | 57%[activator]
> COc1ccc(OC)c(C(O)c2nc3ccccc3n2C(C)C)c1 (stereo unspecified)
  23 | -1 | 0% | 17%
> OC(CNCC1CCCO1)Cn1c2ccccc2c2ccccc21 (stereo unspecified)
  8 | 4 | 3% | 30%[activator]
> CCCn1c(SCc2ccc(Cl)cc2)nc2c1c(=O)[nH]c(=O)n2C
  0 | 2 | -4% | -11%
> CN(CCC(=O)O)S(=O)(=O)c1ccccc1
  . | . | 1%[11.4 µM] | -4%[11.4 µM]
> CC(=O)Nc1cccc(Cn2cccn2)c1
  3 | 2 | -5% | 2%
> COc1cc(C)nc(N(Cc2ccccc2)S(=O)(=O)c2ccccc2)n1
  17 | -3 | -4% | -10%
> O=C(O)CCn1[nH]c(=O)c2ccccc2c1=O
  -9 | -19 | -2% | -6%

Screening data: PubChem BioAssay, National Center for Advancing Translational Sciences (NCATS)
